Screening data deposited in PubChem by Broad Institute.
E-selectin induc = induces E-selectin expression in human endothelial cells; HUVEC E-selectin immunofluorescence imaging; normalized: neutral wells 0, TNF-alpha wells 100; P16581; 260,000 compounds, 0.37% hits; activation, % at 7.58 µM;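 active means mean E-selectin-positive cell signal at least 10% of the positive control, reached in at least 60% of replicates, without over 20% cell loss; inconclusive means no rule given, readout overlaps actives, possibly toxicity-flagged; inactive means the rest, including those meeting only one limit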;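 further: in these data hits start at about 27%; measured in HUVEC primary endothelial cells; signal is the percent of cells scored E-selectin positive by PE staining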
Target sequence (P16581 whole entry, looked up): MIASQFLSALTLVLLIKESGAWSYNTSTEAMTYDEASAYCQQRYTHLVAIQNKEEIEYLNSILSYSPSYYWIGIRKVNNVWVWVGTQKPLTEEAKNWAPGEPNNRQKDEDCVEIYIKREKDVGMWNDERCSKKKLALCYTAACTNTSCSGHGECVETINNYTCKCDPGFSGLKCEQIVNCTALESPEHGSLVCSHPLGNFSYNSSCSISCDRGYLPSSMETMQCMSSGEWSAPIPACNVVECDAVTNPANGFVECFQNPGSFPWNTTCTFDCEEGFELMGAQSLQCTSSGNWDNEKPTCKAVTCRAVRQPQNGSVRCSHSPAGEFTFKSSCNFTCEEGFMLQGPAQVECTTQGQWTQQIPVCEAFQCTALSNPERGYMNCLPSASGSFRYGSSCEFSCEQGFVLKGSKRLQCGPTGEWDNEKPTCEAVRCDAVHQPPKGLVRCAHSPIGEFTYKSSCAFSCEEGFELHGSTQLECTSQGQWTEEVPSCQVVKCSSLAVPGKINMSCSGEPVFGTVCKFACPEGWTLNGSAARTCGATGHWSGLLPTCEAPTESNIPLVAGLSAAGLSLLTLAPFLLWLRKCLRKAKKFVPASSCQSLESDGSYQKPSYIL
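Material: HUVEC primary endothelial cells; Amount: 3,000 cells per well; Dosing: single concentration; Medium: EGM-2 growth medium on 0.1% gelatin-coated wells; Read-out basis: percent E-selectin-positive cells; Signal: immunofluorescence imaging; Control set: TNF-alpha, DMSO.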
SIRT5 block = inhibitors of human sirtuin-5 desuccinylase | Q9NXA8 | Purified SirT5, succinyl-peptide AMC, trypsin-coupled fluorescence | inhibition, % at 15 µM | 330,000 compounds, 1.1% hits | AID 652115; in the data active means inhibition above about 15%; inconclusive means no clear call, values can overlap the other calls
Statin myotox sup = protects C2C12 myotubes from simvastatin toxicity; rescue of ATP level, % at 7.49 µM; ATP luminescence, 48 h; scaled: DMSO 0, geranylgeraniol control 100; 330,000 compounds, 0.78% hits; AID 602340;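 active means mean ATP rescue above about 67%, or every replicate alone reaching that limit, limit read from the data, passing the limit was not always enough; inconclusive means no clear call, values can overlap the other calls; inactive means mean under the limit and some replicate under it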;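 further: myotubes were challenged with 10 µM simvastatin during compound exposure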
ERp5 block = inhibitors of human ERp5; inhibition, % at 9.99 µM; Q15084; 350,000 compounds, 0.05% hits; ERp5 insulin aggregation, absorbance 650 nm, 90 min; AID 651711;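 active means mean replicate inhibition above about 25%, with every replicate also reaching it, limit read from the data, passing the limit was not always enough; inconclusive means only one of those two criteria met; inactive means neither criterion met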
PglD inh = inhibitors of Campylobacter jejuni PglD acetyltransferase | AID 602405 | inhibition, % at 12.5 µM | purified PglD enzyme, DTNB colorimetric CoA detection | 360,000 compounds, 0.098% hits; in the data active means inhibition above about 16%, passing the limit was not always enough; inconclusive means no clear call, values can overlap the other calls; further: strong numbers were not always called active
DENV2 CPE rescue = protects cells from dengue virus 2 cytopathic effect; DENV2-infected cells, cytopathic effect rescue, plate reader; CPE inhibition, % at 9.99 µM; 350,000 compounds, 1.7% hits; in the data active means CPE inhibition above about 20%, passing the limit was not always enough; inconclusive means no clear call, values can overlap the other calls; tested in BHK-21 cells;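 further: 0% = median of neutral control wells and 100% = median of positive control wells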
S100A4 inh HTS = blocks human S100A4 binding to myosin IIA peptide; S100A4/TAMRA-MyoIIA peptide fluorescence polarization; inhibition, % at 10.7 µM; 360,000 compounds, 0.14% hits; AID 652163;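 active means mean inhibition of at least 70% across replicates, with every replicate also reaching that level; inconclusive means mean inhibition reaches 70% but some replicates fall short; inactive means mean inhibition below 70%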
Target sequence (P26447 whole entry, looked up): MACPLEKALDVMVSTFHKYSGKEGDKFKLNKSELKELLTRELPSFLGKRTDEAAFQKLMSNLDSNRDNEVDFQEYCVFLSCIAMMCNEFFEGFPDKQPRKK
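Compound dosing: one dose per compound; test system: human S100A4 monomer with TAMRA-labelled myosin IIA peptide; probe or stimulus: TAMRA-labelled myosin IIA heavy-chain peptide probe, 5 nM; medium: HEPES buffer with Ca2+, pH 7.2; schedule: 5 min incubation before reading; benchmarks: neutral control DMSO, positive control TFP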
Starred values were filed as active, the others as inactive; ? = inconclusive; / = not tested or not shown; & = joins results of further samples; ! = not confirmed by another sample.

entry	molecule	E-selectin induc	SIRT5 block	Statin myotox sup	ERp5 block	PglD inh	DENV2 CPE rescue	S100A4 inh HTS
1	CC(=O)N[C@H]1CC[C@@H](CCNC(=O)C2CCCCC2)O[C@@H]1CO	-0.3	-7	/	-5	/	-2	-6
2	COCCCNC(=O)C[C@@H]1C[C@@]2(C(=O)OC)CC(C)(C)CC=C2N(Cc2ccco2)C1=O	-0.1	0	/	7	/	21*	0
3	COC(=O)c1ccccc1NC(=O)Cn1cc2c(n1)CCC(C)C2 (centres undefined)	0.1	/	-13	0	3	-4	-19
4	Cc1ccccc1-c1ccc(C2[C@@H]3CN(C(=O)C4CC4)C[C@H]2N3)cc1 (some centres undefined)	0.5&0.1	1&-3	/	1&-3	/	27*!	8&-7
5	C=CCNc1scc(-c2ccccc2)[n+]1CC=C	0.0	-1	/	2	/	0	5
6	Cc1ccc(C(=O)Nc2ccc(S(=O)(=O)N3CCN(C)CC3)cc2)o1	/	3	1	1	-3	/	-2
7	COc1ccc(-c2c(C)cc3oc(=O)cc(-c4ccccc4)c3c2C)cc1	/	0	-7	-2	-6	/	-6
8	CCCN1C[C@H](C)[C@H](OC)CN(C)C(=O)c2cc(NC(=O)COC)ccc2OC[C@H]1C	-0.2	/	-2	/	2	/	/
9	Cc1cnc(=O)[nH]c1SCc1cccc(C(F)(F)F)c1	/	-3	21	2	-6	4	-1
10	O=C(NC1CCCc2ccccc21)C1CCN(S(=O)(=O)c2cccc(C(F)(F)F)c2)CC1 (centres undefined)	/	6	/	-6	-3	3	9
11	CC1CCN(c2ccc(N3C(=O)C4CCCCC4C3=O)cc2[N+](=O)[O-])CC1 (centres undefined)	-0.2	-3	4	7	4	-1	-2
12	CCN1C(=O)[C@H]2[C@@H](c3ccc(-c4cccc(Cl)c4)cc3)N3CCCC[C@@]3(C(=O)OC)[C@H]2C1=O	-0.4	/	45	4	1	17	-6
13	CC1CC(C)CN(C2CCCCC2NS(=O)(=O)c2ccc(Cl)cc2)C1 (centres undefined)	0.0	-5	-14	3	-5	-6	1
14	COc1ccc(NC(=O)Nc2ccc3c(c2)C(=O)N([C@H](C)CO)C[C@@H](C)[C@H](CN(C)S(=O)(=O)c2ccc(F)cc2)OCCCC[C@@H](C)O3)cc1	/	6	/	-3	-2	4	4
15	C[C@@H]1CCCCO[C@H](CN(C)C(=O)c2ccccc2)[C@H](C)CN([C@@H](C)CO)C(=O)c2cc(NS(=O)(=O)c3ccc(Cl)cc3)ccc2O1	1.6	10	/	-2	59	-1	6
16	C[C@H](NC(=O)[C@@H]1[C@@H](CO)[C@@H]2Cn3c(cccc3=O)[C@@H]2N1CC1CCCCC1)c1ccccc1	-0.8	-2	/	5	/	2	-2
17	C[C@@H]1CN([C@H](C)CO)C(=O)c2cccc(NC(=O)c3nc4ccccc4s3)c2O[C@@H]1CN(C)S(=O)(=O)c1cccs1	-0.2	4	/	2	0	-10	0
18	CN(C[C@H]1N[C@@H](CO)[C@H]1c1ccc(-c2cccnc2)cc1)C(=O)CC1CC1	0.4	-3	0	5	-5	1	-13
19	Cc1ncccc1C(=O)N1CCCC(C(=O)c2ccc3c4c(cccc24)CC3)C1 (centres undefined)	/	-3	/	1	/	-5	-5
20	C[C@H](CO)N1C[C@H](C)[C@@H](CN(C)S(=O)(=O)c2cn(C)cn2)Oc2c(NC(=O)c3ccncc3)cccc2C1=O	/	2	21	-1	-3	1	-29

Pulled by structure from the list above (two):
entry	molecule	E-selectin induc	SIRT5 block	Statin myotox sup	ERp5 block	PglD inh	DENV2 CPE rescue	S100A4 inh HTS
17	C[C@@H]1CN([C@H](C)CO)C(=O)c2cccc(NC(=O)c3nc4ccccc4s3)c2O[C@@H]1CN(C)S(=O)(=O)c1cccs1	-0.2	4	/	2	0	-10	0
12	CCN1C(=O)[C@H]2[C@@H](c3ccc(-c4cccc(Cl)c4)cc3)N3CCCC[C@@]3(C(=O)OC)[C@H]2C1=O	-0.4	/	45	4	1	17	-6

Continuation:
entry	molecule	E-selectin induc	SIRT5 block	Statin myotox sup	ERp5 block	PglD inh	DENV2 CPE rescue	S100A4 inh HTS
21	O=C(Nc1ncn[nH]1)c1ccc(S(=O)(=O)N2CCOCC2)cc1	-0.6	1	3	-2	6	3	-3
22	COc1ccc(S(=O)(=O)N[C@H]2CC[C@@H](CC(=O)N3CCC(Cc4ccccc4)CC3)O[C@@H]2CO)cc1	-1.4	3	26	-4	1	-8	-21
23	COCCn1c(SCC(=O)N(C)c2ccccc2)nc2c([nH]c3ccccc32)c1=O	-0.2	1	0	-1	3	-6	-3
24	COc1ccccc1CNC(=O)C[C@H]1C[C@@H]2c3cc(NC(=O)C4CCOCC4)ccc3O[C@@H]2[C@@H](CO)O1	-0.2	-1	5	2	-1	-2	0
25	Cc1cc(C)n2nc(C(=O)OCC(=O)NCc3ccc(F)cc3)nc2n1	0.1	-2	4	-5	5	4	-5
26	O=Cc1c(NCCc2ccc(F)cc2)c2ccccc2[nH]c1=O	0.2	1	-6	2	-4	5	1
27	COc1ccc(C(=O)NCCS(=O)(=O)N2CCc3ccccc3C2)c(OC)c1	0.3	-2	14	2	1	2	-3
28	N/C(=N/OC(=O)c1ccccc1Cl)c1ncc([N+](=O)[O-])s1	/	-2	/	-4	2	-3	2
29	CC1=NC2=CC=CC3=NC(C(Cl)(Cl)Cl)=NC(=N1)N23	0.1	/	/	-4	/	?	7
30	Cc1[nH]c2ccc(C(=O)NCCCN(C)C3CCCCC3)cc2c1C	/	-2	-25	-3	3	10	-3

Some values from above.
S100A4 inh HTS, #18 = -13
E-selectin induc, #16 = -0.8

More compounds:
entry	molecule	E-selectin induc	SIRT5 block	Statin myotox sup	ERp5 block	PglD inh	DENV2 CPE rescue	S100A4 inh HTS
31	Cc1ccc(S(=O)(=O)N2CCOCC2)cc1NC(=O)c1cc([N+](=O)[O-])ccc1N1CCOCC1	-0.2	-3	/	-4	/	2	1
32	Cc1noc(C)c1NC(=O)NCC[C@@H]1CC[C@H](NC(=O)c2ccccc2)[C@@H](CO)O1	0.2	-1	-4	-1	2	-6	-30
33	Cc1nc2cc(-c3cccs3)[nH]n2c(=O)c1C	/	-3	-37	0	3	-3	-23
34	C=CCNC(=S)/N=c1/scc(C)n1C	/	3	/	1	/	-7	0
35	Cc1ccc(C(NC(=O)c2ccccc2)C(Cl)Cl)cc1 (centres undefined)	0.6	0	/	-3	-1	-12	1
36	CC1(C(=O)Nc2cccc(OC(F)(F)F)c2)Cc2c(-c3cccc(C(N)=O)c3)ccnc2O1 (centres undefined)	0.3	0	-9	-1	-5	21*	-2
37	C[C@H](CO)N1C[C@H](C)[C@H](CN(C)C(=O)Cc2ccccn2)Oc2ncc(C#C[C@@H](C)O)cc2C1=O	-0.1	1	-1	2	1	1	8
38	CCOc1ccc2c(c1)C(C)=CC(C)(C)N2S(=O)(=O)c1ccc(NC(C)=O)cc1	0.2	-1	-63	3	-4	-2	4
39	COc1ccc2c(c1)CC/C2=N\OC(=O)c1ccccc1C	-0.6	-5	/	-2	/	/	2
40	O=C(COC(=O)c1cc(Cl)ccc1Cl)NCCN1C(=O)CSC1=O	-0.4	-2	/	-8	/	0	-11
41	COc1cc(CN2CCC(Cc3ccccc3)CC2)cc(OC)c1OC	1.1	0	-6	9	-4	5	-25
42	COc1cccc(/C=C2\SC(=S)N(CCC(=O)N3CCCCC3CCO)C2=O)c1 (centres undefined)	/	-6	41	-9	6	0	-2
43	O=C(C[C@H]1CC[C@H]2[C@@H](COC[C@@H](O)CN2C(=O)c2ccc3c(c2)OCO3)O1)NCCN1CCCC1	0.0	-2	/	5	/	27*	-21
44	O=C(Cc1ccc(NC(=O)C2CCN(C(=O)C3CCC3)CC2)cc1)Nc1cccc(C(=O)N2CCCCC2)c1	-1.4	-4	4	-2	0	-3	-5
45	Cn1cccc1Cc1nnc(SCC(=O)Nc2ccccc2F)n1CCc1ccccc1	0.0	-1	4	-1	2	3	5
46	COc1ccc(CNC(=O)c2ccncc2)cc1	0.2	-2	-1	-2	0	1	2
47	CCN(CC)S(=O)(=O)c1cccc(NC(=O)COC(=O)c2cc(=O)c3ccccc3o2)c1	0.0	-1	7	2	/	16	3
48	Cc1ccc(S(=O)(=O)N2CCCC2)cc1C(=O)N1CCC(C)CC1	2.1	-1	6	5	6	19	-1
49	COc1ccc2c3c([nH]c2c1)[C@H](CO)N(C)CC31CN(C(=O)NC(C)C)C1	0.0	/	/	-1	/	-7	1
50	O=C(CCNC(=O)C1CCN(S(=O)(=O)c2ccccc2)CC1)NCc1cccc(C(F)(F)F)c1	0.6	-2	23	1	-2	-5	6

Compounds from the list above that have fluorine:
entry	molecule	E-selectin induc	SIRT5 block	Statin myotox sup	ERp5 block	PglD inh	DENV2 CPE rescue	S100A4 inh HTS
9	Cc1cnc(=O)[nH]c1SCc1cccc(C(F)(F)F)c1	/	-3	21	2	-6	4	-1
10	O=C(NC1CCCc2ccccc21)C1CCN(S(=O)(=O)c2cccc(C(F)(F)F)c2)CC1 (centres undefined)	/	6	/	-6	-3	3	9
14	COc1ccc(NC(=O)Nc2ccc3c(c2)C(=O)N([C@H](C)CO)C[C@@H](C)[C@H](CN(C)S(=O)(=O)c2ccc(F)cc2)OCCCC[C@@H](C)O3)cc1	/	6	/	-3	-2	4	4
25	Cc1cc(C)n2nc(C(=O)OCC(=O)NCc3ccc(F)cc3)nc2n1	0.1	-2	4	-5	5	4	-5
26	O=Cc1c(NCCc2ccc(F)cc2)c2ccccc2[nH]c1=O	0.2	1	-6	2	-4	5	1
36	CC1(C(=O)Nc2cccc(OC(F)(F)F)c2)Cc2c(-c3cccc(C(N)=O)c3)ccnc2O1 (centres undefined)	0.3	0	-9	-1	-5	21*	-2
45	Cn1cccc1Cc1nnc(SCC(=O)Nc2ccccc2F)n1CCc1ccccc1	0.0	-1	4	-1	2	3	5
50	O=C(CCNC(=O)C1CCN(S(=O)(=O)c2ccccc2)CC1)NCc1cccc(C(F)(F)F)c1	0.6	-2	23	1	-2	-5	6

The list is partial; rates above refer to the full screens.
